Screens (PubChem)
P. falciparum M17LAP: P. falciparum M17LAP inhibitors, primary screen, biochemical, fluorogenic H-Leu-NHMec substrate, 1536-well (AID 1619) | recombinant M17LAP, H-Leu-NHMec fluorogenic kinetic assay; higher % means a stronger effect | actives 0.38% (n = 220,000) | inhibition, % at 30 µM, or IC50 in µM where a hit was titrated;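 active means compound inhibiting the enzyme by more than half at any dose during confirmatory dose-response retesting; inconclusive means strong single-dose inhibitors picked by rank but not retested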;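 further: plate controls were full reaction with DMSO carrier for no effect and no enzyme background for full effect; strong numbers were not always called active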
Dynein cargo inh: blocks dynein driven cargo transport along microtubules; 3617.4 mouse cells, GR-EGFP nuclear translocation imaging; test concentration mostly 20 µM; stimulated with dexamethasone, 1 µM; active compounds read low; actives 0.47% (n = 220,000); z-score, hits read low;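 active means plate z-score of nuclear minus cytoplasmic receptor signal below a set negative limit, without overly bright fluorescence or cell loss, cut at about -3.5 in these data, passing the limit was not always enough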;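 further: z-score of nuclear minus cytoplasmic ring GR-EGFP intensity difference per well; some compounds called inactive have numbers as strong as hits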
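medium = tetracycline-free induction medium containing charcoal-stripped FBS | also added = 1.0 µM final dexamethasone stimulus | schedule = 48 h induction, 1 h compound, 30 min dex at 37 °C | technique = fixed, Hoechst-stained cells imaged at 10x for EGFP | measure = GR-EGFP nuclear translocation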
Yfh1-depleted yeast: mitochondrial function rescue without frataxin homolog – Friedreich's ataxia, plus single-dose screen, dose response (AID 1465); actives 0.074% (n = 220,000); one-dose fold induction at 50 µM; EC50 in µM for titrated hits; S. cerevisiae Yfh1-off respiration, WST-1 reduction, 72 h; higher fold induction means a stronger effect;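 active means fold induction of absorbance versus untreated yeast above a set limit, then at least 30% activation at any dose in follow-up; inconclusive means repeats straddling the limit, or above it without dose testing; inactive means fold induction below the set limit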;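 further: activators that raise dye reduction in frataxin-depleted yeast; strong numbers were not always called active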
NOD1 inhibition: inhibition of NOD1-driven NF-kB reporter – cell-based, luminescence, uHTS, primary screen (AID 1578). inhibition, % at 4 µM, or EC50 in µM where a hit was titrated. NOD1-driven NF-kB luciferase reporter cells, luminescence; higher % means a stronger effect. actives 1% (n = 290,000); in the data active means inhibition mostly above about 36%, no sharp cut-off; inactive means mostly below about 34%;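 further: HEK-293T reporter cells stimulated with the NOD1 agonist gamma-tri-DAP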
Autophagy mod: alters autophagy in cells | MEF GFP-LC3 puncta imaging; test concentration mostly 10 µM | calls only at 10 µM (by protocol) | actives 0.98% (n = 190,000);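 active means percentage of spot-positive cells more than 3 SD above its plate mean, without a fluorescence outlier flag or 80% toxicity; inconclusive means no clear call, values can overlap the other calls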;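 further: spot-positive cell cutoff set from DMSO-treated cells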
MT stabilizer: microtubule stabilizers in HeLa cells. actives 0.83% (n = 200,000). AID 2205. HeLa tubulin immunostaining HCS, 24 h; share of cells brighter than vehicle mean+2SD. % tubulin-high responders, % at 10 µM;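 active means plate Z-score above 3 for both tubulin-high and condensed-nucleus cell shares, with cell loss under 80%, at 10 µM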;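 further: anti alpha tubulin signal scored within the nucleus-defined area of each cell; some results filed as inactive read as strong as hits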
HEK293 NOD2/NF-kB: inhibition of NOD2-driven NF-kB reporter – cell-based, luminescence, uHTS, HEK293 (AID 1566); HEK293 NOD2/NF-kB luciferase reporter, luminescence; higher % means a stronger effect; one-dose inhibition, % at 4 µM; EC50 in µM for titrated hits; actives 0.63% (n = 290,000); in the data active means inhibition above about 50%; further: many of its hits are not listed in these tables
b-catenin transl: beta-catenin nuclear translocation modulation. actives 0.3% (n = 190,000). nuclear translocation activity, % at 5 µM. HeLa beta-catenin nuclear translocation, immunofluorescence imaging;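 active means nuclear translocation activity above 50% at 5 µM, with a well cell count of 50 or more; inconclusive means wells under 50 cells across six images, flagged as toxic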;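 further: per-cell ratio of nuclear to cytoplasmic median beta-catenin stain intensity; plate controls were DMSO negative control for no effect and GSK-3 inhibitor IX positive control for full effect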
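Test system: human HeLa cell line; Doses: 5 µM primary, 0.02–20 µM confirmation; Incubation: 24 h compound exposure, 37°C; Detection: beta-catenin immunofluorescence imaging with DAPI; Read-out: beta-catenin nuclear/cytoplasmic ratio, % activation.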
Ins promoter up: MIN6 insulin promoter up-regulation; MIN6 insulin promoter-GFP reporter, high-content imaging; active compounds read high; z-score at 5 µM; actives 0.3% (n = 190,000);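 active means z-score above 3 at 5 µM with at least 500 cells counted in the well; inconclusive means wells under 500 cells, flagged as cytotoxic or low count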
Dynein cargo inh cytoplasmic EGFP: recorded beside Dynein cargo inh, whose call it bears; z-score; measured here: cytoplasmic GR-EGFP intensity; active compounds read high
Dynein cargo inh nuclear GR-EGFP: recorded beside Dynein cargo inh, whose call it bears; z-score; measured here: nuclear GR-EGFP intensity;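 lower value marks the stronger effect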
Dynein cargo inh cell count: recorded beside Dynein cargo inh, whose call it bears; z-score; measured here: cell count per field
Ins promoter up cell count: second read-out of Ins promoter up, no call of its own (marks repeat the call); cell count; measured here: cytotoxicity, nuclei count;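 total cells summed across four imaged fields per well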
b-catenin transl cell count 5 µM: recorded beside b-catenin transl, whose call it bears; cell count; measured here: cell count, cytotoxicity flag
MT stabilizer Hoechst-high %: further read-out of MT stabilizer, marked with its call; % Hoechst-high responders; measured here: nuclear condensation Hoechst responders;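 share of cells brighter than vehicle mean plus two SD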
MT stabilizer cytotoxicity %: also measured in MT stabilizer; calls as there; toxicity, %; measured here: cytotoxicity by cell density;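 0% = mean cell density of plate MIN control wells and 100% = no cells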
Autophagy mod cell loss 18 h: also measured in Autophagy mod; calls as there; toxicity, %; measured here: cell loss, nuclei count;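 cell loss after 18 h compound exposure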
* marks the source's active call; other numbers are inactive results; i = inactive; ? = inconclusive; nt = not tested or not shown. Not all compounds are listed, so the mix of outcomes need not match the whole.

smiles	P. falciparum M17LAP	Dynein cargo inh	Dynein cargo inh cytoplasmic EGFP	Dynein cargo inh nuclear GR-EGFP	Dynein cargo inh cell count	Yfh1-depleted yeast	NOD1 inhibition	Autophagy mod	Autophagy mod cell loss 18 h	MT stabilizer	MT stabilizer Hoechst-high %	MT stabilizer cytotoxicity %	HEK293 NOD2/NF-kB	b-catenin transl	b-catenin transl cell count 5 µM	Ins promoter up	Ins promoter up cell count
COC(=O)c1cc2c(s1)=NC=NP=2(N1CCOCC1)N1CCOCC1	14%	-0.46	-0.21	-0.072	0.86	i	-1%	i	-4	2.7	2.4	1.9	6%	2.3	1152	-0.97	876
CCCC1COC(Cn2cncn2)(c2ccc(Cl)cc2Cl)O1 (centres undefined)	0%	0.16	-0.21	-0.74	0.15	i	4%	i	-4	1.7	0.9	1.4	6%	-2.1	1317	0.02	1501
CCN(CCO)c1ccc(N=Cc2c(O)n(C)c(=S)[nH]c2=O)cc1	6%	0.0073	-0.15	0.47	-0.43	i	-10%	nt	nt	nt	nt	nt	-46%	-0.5	1329	0.08	940
Cn1cnnc1Sc1cc(N2CCNCC2)ccc1[N+](=O)[O-]	7%	0.46	-0.14	0.24	0.11	i	-17%	nt	nt	nt	nt	nt	14%	-4.7	1173	-0.21	1431
O=C1NC(=O)N(c2ccc(F)cc2)C(=O)/C1=C/c1ccc2c(c1)CCCN2Cc1ccccc1	4%	-0.73	4.1	0.34	-0.42	i	-24%	i	4	8.2	1.7	7.2	3%	1.2	1066	0.91	1390
Cc1ccc(CCN2CC(C(=O)N3CCC4(CC3)OCCO4)CC2=O)cc1 (centres undefined)	-2%	0.97	-0.48	0.18	0.2	i	-20%	i	-15	3.8	2.6	9.9	-7%	0.6	1427	-1.2	1530
CCCCn1c(O)c(/C(CC)=N/N2CCCCC2c2cccnc2)c(=O)[nH]c1=S (centres undefined)	-8%	-0.28	-0.26	-0.19	0.55	i	14%	i	22	7.3	3.7	17	15%	-0.4	979	-0.15	1327
COc1ccc(-c2nc3ccccc3c(=O)n2-c2ccc(OC)cc2)cc1	-1%	-1.2	-0.35	-0.51	1.4	i	-24%	i	3	1.6	1.0	5.0	7%	0.0	911	-0.39	1487
Cc1cc(S(=O)(=O)NCc2ccccc2)ccc1OCC(=O)N1CCN(C)CC1	4%	0.53	-0.25	0.12	1.4	i	nt	i	2	1.7	1.6	5.4	11%	nt	nt	nt	nt
CCc1ccc(N2C(=O)NC(=O)/C(=C/c3ccsc3)C2=O)cc1	35%	-0.51	-0.35	-0.21	1.2	i	-3%	i	-2	4.3	2.2	3.0	6%	-1.1	1151	-0.49	1221
CCN1C(=O)N(CC)C(=O)C2(Cc3ccccc3N3CCN(c4ccccc4)CC32)C1=O (centres undefined)	-1%	0.34	0.14	0.33	-0.6	i	4%	nt	nt	nt	nt	nt	-49%	0.0	1388	0.4	869
CN1/C(=C\C=C2C(=O)NC(=O)NC2=O)C(C)(C)c2ccccc21	-5%	1.7	0.016	1.4	-1.1	97µM*	-6%	i	-2	5.8	3.7	9.5	-36%	nt	nt	1.4	1372
O=c1[nH]c(=S)n(-c2ccccc2)c(O)c1/C=N/N1CCOCC1	22%	1.8	-0.19	0.93	-1.7	i	-24%	i	-3	4.2	2.9	9.8	16%	1.1	935	0.31	1360
O=C(CF)NC(NC(=S)Nc1cccc([N+](=O)[O-])c1)C(Cl)(Cl)Cl (centres undefined)	1%	1.3	-0.21	0.73	-1.2	i	22%	i	5	2.5	1.7	5.2	23%	nt	nt	-0.02	1225
CCC(=O)Nc1cc(C(=O)N2CCC3(CC2)OCCO3)ccc1S(=O)(=O)c1ccc(C)cc1	4%	-0.92	0.61	-0.42	0.66	i	5%	i	-4	1.1	1.5	6.5	1%	-0.8	1405	0.57	1568
Cc1ccc(NC(=O)c2snnc2C)cc1Cl	3%	-0.44	-0.18	-0.2	-0.23	i	-19%	i	-8	9.6	5.6	6.5	8%	0.6	922	0.17	1236
COc1cccc(C(=O)C2CCCN(Cc3ccon3)C2)c1 (centres undefined)	-11%	0.37	-0.23	0.053	-0.14	i	-19%	i	12	1.7	2.0	0.6	5%	-0.3	1579	nt	nt
CN1C(=O)C(=Cc2sc(=O)n(-c3ccccc3)c2N(C)C)C(=O)N(C)C1=O	39%	-1.8	-0.12	-0.94	0.69	i	8%	nt	nt	nt	nt	nt	15%	-0.1	1262	-0.26	1052
Cc1cccc(-n2c(O)c(C=NCCN3CCCCC3)c(=O)[nH]c2=O)c1	-8%	-0.92	-0.25	-0.084	0.46	i	-7%	nt	nt	nt	nt	nt	1%	-0.2	1292	-0.62	1116
O=[N+]([O-])c1ccc(N2CCCC2)cc1N/N=C1\CN2CCC1CC2	18%	0.51	-0.12	1.6	-1.3	>100µM*	-34%	i	-29	2.4	3.9	5.1	4%	1.3	570	-0.17	1251
COc1cccc(N=Nc2c(O)[nH]c(=S)[nH]c2=O)c1	1%	-0.44	0.4	-0.19	0.8	i	-8%	nt	nt	nt	nt	nt	-26%	1.4	1027	0.74	1427
O=c1cc(C2CCNCC2)[nH][nH]1	2%	-0.89	-0.21	-0.2	1.5	i	-12%	i	1	2.8	1.9	9.4	-2%	nt	nt	-0.54	1000
CCC(C)(C)c1ccc(OCCCC[n+]2cccc(C)c2C)c(C(C)(C)CC)c1	14%	-5.2*	0.49*	-3.1*	-0.77*	i	4.6µM*	nt	nt	nt	nt	nt	8.2µM*	32	447	?	nt
O=c1c2ccccc2[nH]c(=S)n1-c1ccc(Br)cc1	0%	-0.79	-0.18	-0.45	0.61	i	29%	i	-2	2.8	1.4	2.3	-23%	-0.3	1100	-0.49	1185
O=C1NC(=O)N(Cc2ccccc2Cl)C(=O)/C1=C/c1cccs1	19%	0.49	-0.22	-0.16	-0.36	i	29%	i	0	1.9	1.6	3.0	0%	-1.0	1111	-2.2	875
CCOc1ccccc1N1C(=O)NC(=O)C(CCc2ccncc2)(CCc2ccncc2)C1=O	14%	-0.12	-0.065	-0.16	1.5	i	-32%	i	16	1.6	1.2	4.9	18%	-1.1	1087	-0.59	1236
Cc1nc2ccc(Cl)cc2c(-c2ccccc2)c1C(=O)O	-28%	0.75	-0.25	0.43	-0.16	i	-22%	i	1	6.1	1.9	6.2	10%	-2.1	1050	-0.07	1529
CCC(C)/C=C(C)/C=C/C1=CC2=C(Cl)C(=O)C(C)(OC(C)=O)C(=O)C2=CO1 (centres undefined)	7%	-0.4	0.0092	-0.063	0.41	i	-2%	i	-21	3.6	1.7	8.9	-71%	-1.1	1164	-0.9	1316
CC1(C)COC(Nc2ccc(Cl)cc2)=N1	13%	0.16	-0.27	0.34	0.14	i	-3%	i	28	2.4	1.4	3.4	5%	nt	nt	-0.51	958
O=C(CCN1C(=O)COc2ccccc21)N1CCC2(CC1)OCCO2	-3%	-0.62	-0.38	-0.44	1	i	-16%	i	5	3.4	2.5	12	6%	-1.4	1016	-0.74	1502

Limited to Autophagy mod and Dynein cargo inh cell count (2 entries from above):
compound | Autophagy mod | Dynein cargo inh cell count
COc1cccc(C(=O)C2CCCN(Cc3ccon3)C2)c1 (centres undefined) | i | -0.14
CCC(C)/C=C(C)/C=C/C1=CC2=C(Cl)C(=O)C(C)(OC(C)=O)C(=O)C2=CO1 (centres undefined) | i | 0.41

Continuation:
smiles	P. falciparum M17LAP	Dynein cargo inh	Dynein cargo inh cytoplasmic EGFP	Dynein cargo inh nuclear GR-EGFP	Dynein cargo inh cell count	Yfh1-depleted yeast	NOD1 inhibition	Autophagy mod	Autophagy mod cell loss 18 h	MT stabilizer	MT stabilizer Hoechst-high %	MT stabilizer cytotoxicity %	HEK293 NOD2/NF-kB	b-catenin transl	b-catenin transl cell count 5 µM	Ins promoter up	Ins promoter up cell count
CCCn1c(C)cc(C=O)c1C	11%	-0.58	-0.095	-0.28	-1.4	i	-25%	i	20	3.5	2.5	12	4%	1.4	1064	0.24	1254
COc1ccc(CN2C(=O)NC(=O)/C(=C/c3cc(OC)c(OC)c(OC)c3)C2=O)cc1	18%	-0.094	-0.26	0.37	0.24	i	3%	nt	nt	nt	nt	nt	25%	-0.6	1320	0.74	1076
Cc1ccc(C2N(c3ccccn3)C(=O)C3CCCN32)o1 (centres undefined)	-2%	1.3	-0.12	1.1	-1.6	i	-30%	i	-4	1.9	1.7	4.5	6%	-3.0	1134	-0.33	1361
O=C(CN1CCN(CCO)CC1)Nc1ccc(Cl)cc1C(=O)c1ccccc1	10%	-0.78	-0.26	-0.17	0.57	i	-32%	i	1	2.2	1.9	9.9	0%	-0.7	1177	nt	nt
CC(=O)NC(Cc1ccc(N(CCCl)CCCl)cc1)C(=O)O (centres undefined)	-19%	0.21	-0.2	0.0074	0.87	i	-30%	i	4	3.5	1.8	0.4	10%	-2.1	1209	-0.35	951
Cc1ccc(CN2CCN(C)CC2)c(C)c1	0%	-0.38	-0.2	0.085	1	i	-20%	i	-5	1.4	2.4	8.2	-1%	-1.8	1074	0.26	1273
